CIT2 TOR yeast = modulators of CIT2-GFP expression in yeast, primary screen, S. cerevisiae, GFP fusion, multiplex flow cytometry, MLPCN library. S. cerevisiae CIT2-GFP strain, 3 h; 100 means same as DMSO wells. GFP response vs DMSO, % at 10 µM. hit rate 0.065% among 320,000;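 active = GFP response relative to DMSO above a set limit, near the screen mean plus 3 SD, cut at about 150% in these data; inconclusive = Fewer than 70 cells measured for a yeast strain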;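 also: ratio of well median GFP fluorescence to mean of DMSO wells on the plate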
LAP4 TOR yeast = modulators of LAP4-GFP expression in yeast, primary screen, S. cerevisiae, multiplex flow cytometry, MLPCN library | 3 h; median GFP as percent of DMSO wells | GFP response vs DMSO, % at 10 µM | hit rate 0.34% among 320,000;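 active = GFP response vs DMSO above a set limit, about the screen mean plus 3 SD, cut at about 150% in these data; inconclusive = under 70 cell events counted for the yeast strain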
RPL19A-GFP yeast = RPL19A-GFP expression modulators in yeast, primary screen, cell-based, S. cerevisiae, multiplex flow cytometry, MLPCN | S. cerevisiae RPL19A-GFP strain, 3 h; active compounds read low | AID 2025, 2009 | percent response vs DMSO, % at 10 µM | hit rate 0.3% among 330,000;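 active = percent response vs DMSO below 50%; inconclusive = fewer than 70 events counted for the yeast strain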;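 also: median channel GFP fluorescence of the barcoded RPL19A-GFP strain; ratio of sample median GFP to plate DMSO average so 100% = DMSO; lower means less RPL19A-GFP as with rapamycin TOR inhibition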
MEP2 TOR yeast = modulators of MEP2-GFP levels in yeast, primary screen, S. cerevisiae, multiplex flow cytometry, MLPCN library | S. cerevisiae MEP2-GFP strain, 3 h; 100% = DMSO control level | GFP response vs DMSO, % at 10 µM | AID 2016, 2009 | hit rate 0.51% among 330,000;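 active = GFP response versus DMSO above a set limit, roughly screen mean plus 3 SD, cut at about 180% in these data; inconclusive = fewer than 70 cells counted for a yeast strain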;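 also: median GFP fluorescence of the barcode-gated MEP2-GFP cells per well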
AHR activator = AHR activators, primary screen, cell-based, luminescence, luciferase reporter, human. AID 2796, 2010. Aryl hydrocarbon receptor (Homo sapiens), P35869. hit rate 2.5% among 320,000. activation, % at 5 µM. AHR-responsive luciferase reporter cells; in the data active = activation above about 47%;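 also: 0% = vehicle wells and 100% = reference agonist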
Target sequence (P35869 whole entry, looked up): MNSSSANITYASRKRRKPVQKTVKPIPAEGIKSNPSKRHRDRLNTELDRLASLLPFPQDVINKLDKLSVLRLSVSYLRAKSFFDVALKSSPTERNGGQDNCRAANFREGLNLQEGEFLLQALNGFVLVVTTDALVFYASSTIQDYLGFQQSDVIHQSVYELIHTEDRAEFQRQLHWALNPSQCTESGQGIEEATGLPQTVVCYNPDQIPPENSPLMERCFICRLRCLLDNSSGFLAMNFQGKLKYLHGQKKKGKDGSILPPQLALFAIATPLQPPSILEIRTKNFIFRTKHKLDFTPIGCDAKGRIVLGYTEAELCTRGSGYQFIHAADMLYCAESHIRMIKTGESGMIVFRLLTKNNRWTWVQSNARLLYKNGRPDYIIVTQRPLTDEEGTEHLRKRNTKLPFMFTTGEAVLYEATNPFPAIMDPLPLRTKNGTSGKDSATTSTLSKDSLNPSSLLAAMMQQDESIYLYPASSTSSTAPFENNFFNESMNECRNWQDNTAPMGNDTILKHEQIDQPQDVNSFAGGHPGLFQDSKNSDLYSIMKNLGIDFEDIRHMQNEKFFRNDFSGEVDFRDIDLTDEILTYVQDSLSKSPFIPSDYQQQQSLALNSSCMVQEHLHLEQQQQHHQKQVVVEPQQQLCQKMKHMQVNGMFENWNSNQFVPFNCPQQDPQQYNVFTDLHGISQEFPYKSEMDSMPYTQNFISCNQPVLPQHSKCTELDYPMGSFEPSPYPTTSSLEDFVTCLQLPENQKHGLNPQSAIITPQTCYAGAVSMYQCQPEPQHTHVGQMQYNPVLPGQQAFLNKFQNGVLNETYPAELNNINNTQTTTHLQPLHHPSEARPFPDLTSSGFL
Efflux pump inh = inhibitors of Candida efflux pumps in yeast, primary screen, S. cerevisiae, Nile Red, multiplex. S. cerevisiae Candida pump triplex. inhibition, % at 10 µM. hit rate 0.44% among 330,000. AID 485275, 2010;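 active = plate passing quality check with inhibition over a set limit, or well fluorescence over plate mean plus 4 SD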;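 also: Nile Red retained in pooled yeast measured as flow cytometry median fluorescence; 0% = buffer negative control and 100% = Enniatin B positive control; higher means more Nile Red kept so more efflux inhibition; some compounds called inactive have numbers as strong as hits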
AGP1 TOR yeast = modulators of AGP1-GFP expression in yeast TOR pathway, primary screen, cell-based, multiplex flow cytometry, S. cerevisiae, MLPCN library | 3 h; GFP as percent of DMSO wells | hit rate 0.02% among 320,000 | GFP response vs DMSO, % at 10 µM;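 active = GFP response relative to DMSO above a set limit, near screen average plus 3 SD, cut at about 150% in these data; inconclusive = fewer than 70 cells counted for the yeast strain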;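 also: median GFP channel fluorescence of the gated AGP1 strain per well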
Yeast superoxide = reduction of superoxide in aged yeast, primary screen, HTS; superoxide response (% of plate mean), % at 10 µM; S. cerevisiae aged cells, superoxide DHE fluorescence; active compounds read low; hit rate 0.18% among 330,000;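 active = superoxide response under a set limit, about three screen SD below normal, cut at about 65% in these data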;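 also: yeast aged for seven days with compound at 30 °C before DHE staining; 100% = average MFI of all compound-treated wells on the plate with controls excluded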
Numbers without * were called inactive; u = inconclusive; x = no result given; [ ] = another dose, or the depositor's remark.

SMILES	CIT2 TOR yeast	LAP4 TOR yeast	RPL19A-GFP yeast	MEP2 TOR yeast	AHR activator	Efflux pump inh	AGP1 TOR yeast	Yeast superoxide
C=CCn1c(SCC(=O)Nc2nc(C)cs2)nnc1C(CO)NC(=O)c1ccccc1 (configuration not stated)	97.9	103.4	96.7	98.2	-0.8	0.1	99.9	116.3
Clc1ccc(NCn2cncn2)nc1	127.9	116.3	114.5	114.0	3.9	0.2	117.1	103.5
CCCCN(C)CCNC(=O)CCn1nc(-c2ccc(C)cc2)ccc1=O	100.6	90.0	100.7	105.6	4.9	0.0	97.9	88.8
COc1cccc(C2C(C(=O)Nc3ccc(C)cc3C)=C(C)Nc3ncnn32)c1OC (configuration not stated)	101.0	113.9	102.6	107.3	-0.8	0.0	106.8	101.7
CCOc1ccc(Cl)cc1Nc1nc(NCCO)nc(N2CCCC2)n1	103.2	106.4	101.0	93.7	31.5	-0.1	92.2	101.8
NCCCCCc1nnc(SCc2cccc(Cl)c2)o1	96.4	104.2	93.8	99.3	-0.8	0.0	96.5	91.5
COc1ccc(/C=C(\C#N)C(=O)OCC(=O)Nc2ccc(-c3nc4ccc(C)cc4s3)cc2)cc1	89.2	105.8	92.6	93.5	-6.5	-0.3	95.3	100.6
COc1ccc(C2=NO[C@@H]3C(=O)N(Cc4ccccc4)C(=O)[C@H]23)cc1OC	108.4	102.0	103.8	107.5	5.6	-0.3	105.0	97.0
CCCCNC(=O)c1sc2ncnc(N3CCc4ccccc4C3)c2c1C	82.9	112.7	94.4	86.8	98.6*	0.0	99.5	87.5
O=C1/C(=C/c2ccccc2[N+](=O)[O-])COc2ccccc21	69.1	135.1	101.4	98.8	13.7	0.2	78.8	76.2
CC(C)c1nnc(NC(=O)Cc2ccccc2[N+](=O)[O-])s1	98.6	93.3	99.5	102.7	38.8	0.1	98.7	104.4
CCN(C(=O)CSc1ncccc1C(=O)OC(C)C)c1cccc(C)c1	100.7	99.4	100.6	96.5	-0.1	-0.3	94.2	62.9*
Cc1ccc(NC(=O)CN(C)S(=O)(=O)c2cccs2)c(Br)c1	u	50.9[may fluoresce violet]	22.8*[may fluoresce violet]	211.0*[may fluoresce violet]	-2.7	-0.2	u	100.5
CS(=O)(=O)N1CCCC(C(=O)NCc2ccco2)C1 (configuration not stated)	98.2	103.4	93.9	95.7	-1.0	0.0	98.6	72.7
COc1cc(CCCN2C(=S)NC[C@@H]2c2ccccc2)cc(OC)c1OC	83.9	103.5	94.8	87.6	12.2	0.0	82.8	104.7
COc1ccccc1NC(=O)c1sc(NC(=O)c2ccco2)c(C#N)c1C	97.8	92.3	94.6	100.4	66.2*	-0.1	93.1	99.8
S=C(NCCCN1CCOCC1)Nc1ccc(Cl)cc1Cl	108.2	98.6	101.8	104.6	-2.4	0.0	102.5	110.2
COc1ccccc1NC(=O)c1ccc(Cl)c(S(=O)(=O)N2CCCCC2)c1	107.0	108.0	114.8	105.5	3.5	-7.7	113.2	105.7
CCC1(c2ccc(F)cc2)NC(=O)N(CC(=O)NC2CC2)C1=O (configuration not stated)	91.8	102.2	92.3	96.9	-0.8	0.0	102.1	122.2
CC(C)(C)N(Cc1ccccc1)C(=O)c1ccc2c(c1)OCCO2	87.0	106.0	98.4	99.6	0.0	0.0	95.9	93.7
Cc1cc(Cl)ccc1NC(=O)CCC(=O)O	98.7	82.4	96.0	95.9	-2.3	0.0	93.0	102.9
O=C(OCC#CCSc1nnc(-c2cccc3ccccc23)o1)c1ccc(Br)cc1	96.2	102.2	98.0	100.0	-1.2	-0.5	99.4	91.0
CCCCNc1c(C(=O)OCC)c(=O)[nH]c2ccccc12	98.8	100.5	103.1	105.6	5.0	0.1	97.1	105.3
O=C(O)c1ccccc1/C=N/NC(=O)C1CCCC1	83.7	74.3	111.3	109.8	x	0.1	83.9	105.4
CCCNC(=O)NC(=O)COC(=O)c1oc2ccc(OCC)cc2c1C	97.3	102.8	96.4	101.5	4.4	0.1	101.3	98.0
Cc1ccc(S(=O)(=O)N(C)c2ccc(NS(C)(=O)=O)cc2)cc1	108.3	98.1	98.1	113.0	7.0	-0.1	106.2	80.7
COc1ccc(/C=C/C(=O)NCC(=O)N/N=C/c2cccnc2)cc1	99.3	100.5	95.4	101.8	3.1	0.0	103.6	99.4
O=C1CCCN1CCCNS(=O)(=O)c1cccc(F)c1	111.3	103.6	106.7	101.9	7.2	-0.1	112.8	117.5
NC1=NN=C(N2N=C(c3ccccc3)CC2(O)C(F)(F)F)n2ncnc2C1 (configuration not stated)	115.5	96.8	107.5	111.4	1.3	0.0	106.9	98.2
CC1SC2(NC1=O)C1CC3CC(C1)CC2C3 (configuration not stated)	89.1	101.6	92.4	95.5	1.6	-0.1	94.8	108.7

Entries of single compounds from above.
Profile of `O=C(O)c1ccccc1/C=N/NC(=O)C1CCCC1` : CIT2 TOR yeast: 83.7; LAP4 TOR yeast: 74.3; RPL19A-GFP yeast: 111.3; MEP2 TOR yeast: 109.8; AHR activator: x; Efflux pump inh: 0.1; AGP1 TOR yeast: 83.9; Yeast superoxide: 105.4
Profile of `CCCCN(C)CCNC(=O)CCn1nc(-c2ccc(C)cc2)ccc1=O` : CIT2 TOR yeast: 100.6; LAP4 TOR yeast: 90.0; RPL19A-GFP yeast: 100.7; MEP2 TOR yeast: 105.6; AHR activator: 4.9; Efflux pump inh: 0.0; AGP1 TOR yeast: 97.9; Yeast superoxide: 88.8

Other compounds:
SMILES	CIT2 TOR yeast	LAP4 TOR yeast	RPL19A-GFP yeast	MEP2 TOR yeast	AHR activator	Efflux pump inh	AGP1 TOR yeast	Yeast superoxide
COc1ccc(CNC(=O)C2CC(=O)N(C3CCCCC3)C2)cc1 (configuration not stated)	93.1	84.2	98.5	90.3	-1.7	0.2	88.8	99.3
CSC1=C(C#N)C(c2ccc(C(C)C)cc2)CC(=O)N1 (configuration not stated)	96.7	97.7	102.2	93.3	-1.2	-0.2	105.5	86.3
COc1ccc(N2CCN(CC(=O)Nc3nnc(-c4ccccc4)s3)CC2)cc1	102.5	96.1	103.9	103.4	5.7	0.0	101.3	92.7
Cc1cccc(C(=O)NCC(c2cccs2)N2CCOCC2)c1 (configuration not stated)	99.9	105.8	96.6	98.9	-1.0	0.0	104.8	96.8
Cc1cccc(NC(=O)C2CCCN(S(=O)(=O)c3cccc4nsnc34)C2)n1 (configuration not stated)	99.3	99.7	101.0	104.9	6.9	-0.1	103.2	94.7
CC(C)C(C(=O)C=[N+]=[N-])N1C(=O)c2ccccc2C1=O (configuration not stated)	98.3	105.0	101.8	103.4	-0.7	0.0	105.3	93.9
CSC1=N/C(=C\c2ccc(Br)o2)C(=O)S1	94.1	95.5	99.9	100.6	5.5	-0.1	96.9	104.5
CCC(C)[C@H](NC(=O)N1CCn2c1nc1ccccc12)C(=O)NCCc1ccccc1 (some centres not stated)	98.0	96.1	98.5	94.4	7.1	0.1	101.7	95.0
CC1(C)CC(=O)C2=C(C1)OC(N)=C([N+](=O)[O-])C2c1ccc(F)cc1 (configuration not stated)	109.4	107.9	105.0	112.5	-2.9	0.0	108.3	83.2
CCOc1cc(/C=C2\SC(N3CCCC(C)C3)=NC2=O)ccc1O (configuration not stated)	93.5	91.1	102.0	103.6	x	0.0	91.3	98.5
CCOC(=O)c1ccc(NC(=O)c2cc3c(C)nn(-c4ccccc4Cl)c3s2)s1	84.4	88.6	101.3	103.0	4.8	0.3	87.2	95.3
C=CCn1cc(-c2ccc(Cl)cc2)cc(C#N)c1=O	99.8	93.0	96.3	99.3	0.9	0.0	99.8	95.8
CCOC(=O)C1(CCc2ccccc2)CCN(Cc2ccc(C(=O)OC)cc2)CC1	100.4	93.4	111.1	105.8	6.7	0.2	101.8	95.8
COC(=O)CCC(=O)OC1(C)C(=O)C=C2C=C(C3CC3)N(Cc3ccco3)C=C2C1=O (configuration not stated)	67.5	107.4	96.2	88.8	0.8	-0.1	81.7	103.4
C=C(C)c1ccc(C(C)(C)NC(=O)N2CCN(C)CC2)cc1	105.6	97.6	96.3	105.8	3.7	-0.1	99.7	106.0
O=C(O)C[C@H]1c2ccccc2S(=O)(=O)N1C1CCCCC1	93.0	129.2	94.0	91.7	-1.0	0.0	86.6	96.0
O=C1Cc2cc(S(=O)(=O)N3CCCCC3)ccc2N1	94.8	101.8	94.0	100.3	-1.1	-0.1	94.9	87.8
COc1ccc(CNS(=O)(=O)c2cn(C)c(=O)n(C)c2=O)cc1	89.7	102.3	96.3	96.9	1.3	0.1	104.0	95.9
COCCOC(=O)c1c(NC(=O)CNc2ccc(C)c(F)c2)sc(C(N)=O)c1C	76.5	95.5	97.2	97.7	3.5	0.1	102.3	104.8
CCc1ccc(C2C(C(=O)O)c3ccccc3C(=O)N2C)cc1 (configuration not stated)	102.5	102.0	98.3	102.8	-0.7	1.9*	107.2	97.7
CN(C)c1ccc(C(=S)NCc2ccco2)cc1	105.2	145.9	104.0	107.8	12.5	-0.1	102.9	92.5
Nn1c(SCc2cn3ccsc3n2)nnc1-c1ccncc1	97.2	99.8	97.3	100.0	1.1	-0.1	100.3	96.5
OCCSc1nc(-c2ccccc2)nc2c1CCC2	93.8	101.4	95.8	90.1	12.9	-0.1	79.5	90.8
O=C(NCCc1c[nH]c2ccccc12)c1cnccn1	91.2	85.1	95.6	91.4	21.1	-0.1	81.5	101.1
COc1ccccc1CNC(=O)Cn1cccc1C(=O)c1ccccc1	97.3	102.1	96.7	98.4	20.4	0.2	93.8	110.4
Cc1ccc2c(c1)sc(=NC(=O)c1cccs1)n2C	98.7	120.3	98.5	97.3	55.9*	0.0	91.9	101.4
CN1CCc2c(sc3c2C(=O)NC(c2ccc4c(c2)OCO4)N3)C1 (configuration not stated)	110.4	107.0	77.6	202.5*	26.7	-0.1	40.1	99.3
CCOC(=O)c1ccc(S(=O)(=O)N2CCN(CCC#N)CC2)cc1	91.1	101.1	96.2	93.3	2.8	0.2	96.6	105.9
CC1CCN(S(=O)(=O)c2ccc(C(=O)Nc3nnc(-c4ccncc4)o3)cc2)CC1	101.3	91.1	102.1	100.4	4.2	-0.1	98.6	84.9
Cc1nn(CC2CC2)c(=O)n1-c1ccc(C(C)C)cc1	103.1	102.7	106.7	101.1	6.3	0.0	98.0	106.5
CN(C)C(=O)Cn1c(SCC(=O)Nc2ccc3c(c2)OCO3)nc2ccccc21	106.5	101.9	103.6	105.1	22.7	0.0	109.0	104.5
CC1CCCCN1C(=O)C1CCCN(S(=O)(=O)c2cccc3nsnc23)C1 (configuration not stated)	97.7	86.4	97.2	88.5	0.7	0.0	99.2	79.3
Cc1ccc(C(=O)COC(=O)c2cc(Cl)nc3ccccc23)cc1	104.0	104.3	100.6	103.0	1.1	-0.1	104.1	113.5
COc1ccc(CCN2C(=O)C3C4CCC(C4=C(C)C)C3C2=O)cc1OC (configuration not stated)	99.7	90.3	98.8	100.9	5.6	-0.4	97.4	104.6
COc1cc(OC)cc(-n2nnnc2SCC(=O)Nc2ccc(C(C)=O)cc2)c1	98.1	92.0	97.8	94.6	0.0	-0.1	100.3	97.4
CC1(C)CC(NC(=O)Nc2ccc([N+](=O)[O-])cc2)CC(C)(C)N1	101.8	98.5	96.3	111.7	-0.8	0.0	97.3	96.4

Screening results: PubChem, several laboratories
